# pPAFAH FP inh: pPAFAH enzyme inhibitors, primary screen, biochemical, fluorescence polarization, human. Platelet-activating factor acetylhydrolase (Homo sapiens), Q13093. recombinant pPAFAH, FP-rhodamine probe fluorescence polarization. inhibition, % at 3.39 µM. 330,000 compounds, 1.5% hits;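 active = inhibition above the mean inhibition across the screen plus 3 SD, cut at about 25% in these data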;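 also: inhibitors block binding of the rhodamine activity-based probe so polarization drops; 0% = enzyme with DMSO and 100% = wells lacking pPAFAH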
# LYPLA2 counter: LYPLA2 inhibitors, primary screen, counter-screen for PME1 inhibitor project, biochemical, fluorescence polarization, FP-Rh probe ABPP; Acyl-protein thioesterase 2 (Homo sapiens), O95372; recombinant LYPLA2; inhibition, % at 5.9 µM; 320,000 compounds, 0.38% hits; AID 2177, 2009;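 active = inhibition above the screen-wide mean plus 3 SD, limit set per campaign, cut at about 26% in these data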;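 also: 0% = LYPLA2 with DMSO and 100% = wells lacking LYPLA2 enzyme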
# Target sequence (O95372 whole entry, looked up): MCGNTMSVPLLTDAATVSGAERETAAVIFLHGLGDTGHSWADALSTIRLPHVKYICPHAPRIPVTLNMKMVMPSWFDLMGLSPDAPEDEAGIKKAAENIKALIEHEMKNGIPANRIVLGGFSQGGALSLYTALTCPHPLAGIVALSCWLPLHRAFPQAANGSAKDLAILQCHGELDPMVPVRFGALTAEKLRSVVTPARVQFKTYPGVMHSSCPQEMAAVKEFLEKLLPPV
# GSTO1 counter: inhibitors of recombinant GSTO1, primary screen, counter-screen for RBBP9 inhibitor project, biochemical, fluorescence polarization. AID 1974, 2009. 300,000 compounds, 1.1% hits. activity-based probe fluorescence polarization. inhibition, % at 5.96 µM;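 active = inhibition above the campaign mean inhibition plus 3 SD, cut at about 35% in these data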;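 also: 0% = GSTO1-1 with DMSO and 100% = wells lacking GSTO1-1 enzyme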
# Target sequence (P78417 whole entry, looked up): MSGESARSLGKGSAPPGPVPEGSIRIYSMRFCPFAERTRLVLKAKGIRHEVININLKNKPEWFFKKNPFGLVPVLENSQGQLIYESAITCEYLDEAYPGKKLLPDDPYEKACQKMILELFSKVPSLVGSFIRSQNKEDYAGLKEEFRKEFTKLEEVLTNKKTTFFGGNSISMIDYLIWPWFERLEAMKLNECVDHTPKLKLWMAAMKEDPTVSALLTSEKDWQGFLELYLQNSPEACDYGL
# PAFAH1B3 inh: PAFAH1B3 enzyme inhibitors, primary screen, biochemical, fluorescence polarization, human; Platelet-activating factor acetylhydrolase IB subunit alpha1 (Homo sapiens), Q15102; recombinant PAFAH1B3, FP-rhodamine probe; 340,000 compounds, 0.28% hits; inhibition, % at 3.39 µM;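 active = inhibition above the screen-wide average of all tested compounds plus 3 SD, cut at about 25% in these data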;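 also: 0% = enzyme with DMSO only and 100% = wells lacking PAFAH1B3 protein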
# PREPL inhibitor: PREPL enzyme inhibitors, primary screen, biochemical, fluorescence polarization; Prolyl endopeptidase-like (Homo sapiens), Q4J6C6; recombinant PREPL, fluorescence polarization activity-based probe; inhibition, % at 5.96 µM; 320,000 compounds, 0.68% hits; AID 2751, 2010; in the data active = inhibition above about 43%;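 also: 0% = enzyme with DMSO and 100% = wells lacking enzyme; many of its hits are not listed in these tables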
# PAD4 FP inh: human PAD4 inhibitors, primary screen, biochemical, fluorescence polarization, 1536-well format. recombinant PAD4, RCA probe fluorescence polarization. inhibition, % at 6.36 µM. 330,000 compounds, 0.41% hits. Protein-arginine deiminase type-4 (Homo sapiens), Q9UM07;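 active = percent inhibition above a cutoff equal to the mean of all tested compounds plus 3 SD, cut at about 15% in these data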;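 also: 0% = PAD4 with RCA probe and DMSO and 100% = probe without PAD4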
# PAFAH1B2 FP inh: PAFAH1B2 enzyme inhibitors, primary screen, biochemical, fluorescence polarization, human. Platelet-activating factor acetylhydrolase IB subunit alpha2 (Homo sapiens), P68402. recombinant PAFAH1B2, FP-rhodamine activity probe. inhibition, % at 3.39 µM. 340,000 compounds, 1.2% hits. AID 492953, 2010;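 active = inhibition above the mean of all tested compounds plus 3 SD, cut at about 24% in these data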;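 also: 0% = enzyme with DMSO and 100% = wells lacking PAFAH1B2; many of its hits are not listed in these tables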
# PME-1 primary: PME-1 inhibitors via competitive probe labeling, primary screen, biochemical, fluorescence polarization, FP-Rh probe, HTS | Protein phosphatase methylesterase 1 (Homo sapiens), Q9Y570 | inhibition, % at 5.9 µM | recombinant PME-1 | 320,000 compounds, 0.53% hits;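 active = inhibition above the campaign mean of all compounds plus 3 SD, cut at about 26% in these data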;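 also: competitive labeling of PME-1 active site by serine hydrolase directed probe; 0% = PME-1 with DMSO and 100% = wells lacking PME-1 enzyme; inhibitors block probe labeling so polarization falls and inhibition rises; many of its hits are not listed in these tables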
# Target sequence (Q9Y570 whole entry, looked up): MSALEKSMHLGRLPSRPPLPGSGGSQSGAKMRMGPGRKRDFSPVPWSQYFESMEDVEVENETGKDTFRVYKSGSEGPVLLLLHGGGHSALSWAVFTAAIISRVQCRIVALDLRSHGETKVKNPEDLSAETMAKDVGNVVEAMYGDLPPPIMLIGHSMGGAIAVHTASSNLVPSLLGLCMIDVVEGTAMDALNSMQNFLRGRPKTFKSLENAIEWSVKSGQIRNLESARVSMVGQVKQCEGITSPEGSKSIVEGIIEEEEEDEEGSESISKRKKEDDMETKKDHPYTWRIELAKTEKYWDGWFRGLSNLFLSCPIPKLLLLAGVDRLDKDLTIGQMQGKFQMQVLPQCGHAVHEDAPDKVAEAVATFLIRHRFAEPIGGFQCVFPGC
# LYPLA1 inh: LYPLA1 inhibitors, primary screen, counter-screen for PME1 inhibitor project, biochemical, fluorescence polarization, FP-Rh probe ABPP; recombinant LYPLA1; inhibition, % at 5.9 µM; Acyl-protein thioesterase 1 (Homo sapiens), O75608; AID 2174, 2009; 320,000 compounds, 0.16% hits;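 active = inhibition above the mean of all tested compounds plus 3 SD, set per campaign, cut at about 14% in these data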;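 also: inhibitors block serine hydrolase probe labeling of LYPLA1 so polarization falls; 0% = enzyme with DMSO and 100% = wells lacking LYPLA1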
# Target sequence (O75608 whole entry, looked up): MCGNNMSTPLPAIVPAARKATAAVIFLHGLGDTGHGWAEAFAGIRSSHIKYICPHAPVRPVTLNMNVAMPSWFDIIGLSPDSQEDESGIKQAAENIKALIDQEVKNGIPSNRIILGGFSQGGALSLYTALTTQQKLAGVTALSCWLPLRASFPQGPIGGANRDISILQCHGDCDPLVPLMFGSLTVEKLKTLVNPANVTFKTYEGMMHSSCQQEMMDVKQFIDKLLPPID
# * hit, by the source's call; x = no result given.
# Sample of the layout (3 entries):
SMILES,pPAFAH FP inh,LYPLA2 counter,GSTO1 counter,PAFAH1B3 inh,PREPL inhibitor,PAD4 FP inh,PAFAH1B2 FP inh,PME-1 primary,LYPLA1 inh
Cc1cc(C)n(-c2ccc(Cl)c(C(=O)Nc3cc(C(F)(F)F)ccc3Cl)n2)n1,1,0,6,2,6,3,4,-7,0
CCc1ccc(/C=C2\SC(=S)N(CCC(=O)NCCCN3CCOCC3)C2=O)cc1,1,0,7,6,22,-9,-4,2,-4
CCOc1ccc(NC(=O)Nc2nnc(CC)s2)cc1,-3,-9,4,8,1,3,5,10,-4

# Results, from the start:
SMILES,pPAFAH FP inh,LYPLA2 counter,GSTO1 counter,PAFAH1B3 inh,PREPL inhibitor,PAD4 FP inh,PAFAH1B2 FP inh,PME-1 primary,LYPLA1 inh
Cc1cc(C)n(-c2ccc(Cl)c(C(=O)Nc3cc(C(F)(F)F)ccc3Cl)n2)n1,1,0,6,2,6,3,4,-7,0
CCc1ccc(/C=C2\SC(=S)N(CCC(=O)NCCCN3CCOCC3)C2=O)cc1,1,0,7,6,22,-9,-4,2,-4
CCOc1ccc(NC(=O)Nc2nnc(CC)s2)cc1,-3,-9,4,8,1,3,5,10,-4
COc1ccc(-n2c(=S)[nH]c3cc(C(=O)Nc4ccc(OC)c(OC)c4)ccc3c2=O)cc1,3,-4,-4,-10,-11,-1,-6,-8,-3
CCC(C)c1ccccc1N1CC(C(=O)NCCC2=CCCCC2)CC1=O (configuration not stated),1,6,x,0,16,1,11,14,-2
Cc1ccc(C(=O)COC(=O)c2cn3ccccc3n2)cc1,0,5,5,10,-4,-3,0,7,0
CCN(C[C@H]1N[C@@](C)(C(=O)OC)[C@H]2C(=O)N(C)C(=O)[C@@H]12)C(=O)c1ccc(C(C)(C)C)cc1,4,x,x,4,14,0,3,x,x
C=CCc1cc(Cl)ccc1OCCCNCCO,-1,0,2,0,-6,-8,3,-3,3
N#Cc1cnn(Cc2ccc(Cl)cc2)c1N,0,2,2,4,12,0,7,3,-1
Clc1cccc(-c2nnc(-c3ccccc3)o2)c1,6,5,-1,9,2,5,2,-1,4
CCCC(=O)Nc1ccc(-c2cn3cccnc3n2)cc1,5,1,-5,4,2,-2,0,2,0
Cc1ncc(S(=O)(=O)C(C)(C)C)c(N)n1,0,-1,-1,6,-3,0,2,2,2
CCn1cc(C(=O)N2CCc3ccccc3C2)c(=O)c2cc(S(=O)(=O)N3CCCCC3)ccc21,8,4,4,x,7,4,x,3,-1
CCCn1c(NC(=S)Nc2ccccc2)nc2ccccc21,3,2,-4,9,2,0,2,5,-4
C=CCNC(=S)Nc1cccc2ccccc12,3,5,6,2,0,2,3,1,0
CCCOc1ccc(C(CC(=O)O)NC(=O)CC(c2ccccc2)c2ccccc2)cc1 (configuration not stated),5,-3,-2,x,5,1,x,3,2
COc1ccc(NC(=O)C2CCCN(C(=O)NC3CCCCC3)C2)cc1OC (configuration not stated),1,3,2,-1,14,-1,3,-1,3
CNC(=O)COC(=O)c1cc(NC(=O)c2ccco2)c(OC)c(OC)c1,1,3,2,-1,-2,3,0,-2,-5
NC(=O)CSc1n[nH]c(-c2ccco2)n1,1,3,15,5,15,3,3,-10,-3
Cc1cc(C)c(S(=O)(=O)Nc2ccc(O)c(Sc3ncn[nH]3)c2)c(C)c1,11,-6,15,9,-1,0,2,7,-3
COc1ccc(-c2cc(C(F)F)n3ncc(C(=O)NCC4CCCO4)c3n2)cc1 (configuration not stated),2,1,-1,-5,12,0,-1,1,0
CC1(C)N=C(N)NC(Nc2ccccc2Cl)=N1,1,-1,0,9,-7,-3,2,0,-2
Cc1ccc(NC(=O)COc2cccc(-n3cnnn3)c2)cc1[N+](=O)[O-],-9,-4,21,6,16,0,-2,-3,-12
COc1ccc(C)cc1N(C(=O)CNC(=O)c1ccco1)C(C(=O)NC1CCCC1)c1cccnc1 (configuration not stated),-8,-11,5,6,3,-2,3,-9,-7
Cc1ccccc1N1CCN(C2CCCN(C(=O)c3ccnn3C)C2)CC1 (configuration not stated),2,1,6,3,12,-4,8,1,2

# Continued; the last 2 above are carried over.
SMILES,pPAFAH FP inh,LYPLA2 counter,GSTO1 counter,PAFAH1B3 inh,PREPL inhibitor,PAD4 FP inh,PAFAH1B2 FP inh,PME-1 primary,LYPLA1 inh
COc1ccc(C)cc1N(C(=O)CNC(=O)c1ccco1)C(C(=O)NC1CCCC1)c1cccnc1 (configuration not stated),-8,-11,5,6,3,-2,3,-9,-7
Cc1ccccc1N1CCN(C2CCCN(C(=O)c3ccnn3C)C2)CC1 (configuration not stated),2,1,6,3,12,-4,8,1,2
CN(C)S(=O)(=O)c1ccc(C(=O)OCCn2cnc3c2c(=O)n(C)c(=O)n3C)cc1,-1,1,2,6,-5,2,0,8,-2
COc1ccccc1/C=C/C(=O)OCC(=O)NCCC1=CCCCC1,18,4,6,10,-2,-1,-5,1,-2
C[N+](C)(C)C/C=C1/COCO1,5,-1,-8,2,-4,-6,-1,1,1
O=C(NNC(=O)c1ccc(O)cc1O)c1ccc(-c2ccccc2)cc1,9,1,8,11,11,6,8,-2,-1
Cc1cc(C)cc(C(=O)N(Cc2ccco2)c2c(N)n(Cc3ccccc3)c(=O)[nH]c2=O)c1,2,1,x,3,5,-2,11,1,-2
COc1ccc(C(C)NC(=O)c2ccncc2)cc1 (configuration not stated),1,-2,6,6,-1,-1,0,-1,-3
CCOc1cccc(N2C(=O)CC(N3CCN(c4nc5ccccc5s4)CC3)C2=O)c1 (configuration not stated),7,2,7,-3,15,0,8,2,2
Cc1cccc(CCNC(=O)CN(C)S(=O)(=O)c2cnc[nH]2)c1,0,2,-4,-1,6,-6,0,1,-1
COc1ccc(Cl)cc1N1C(=N)SCC1=O,1,0,4,13,1,-1,1,-1,2
CN1CCN(c2ccc(S(=O)(=O)N3CCCCC3)cc2[N+](=O)[O-])CC1,3,-1,7,7,-2,0,7,3,1
CCOc1cc(N(CC)CC)ccc1/C=C(/C#N)c1nc2ccccc2[nH]1,27*,-17,-1,15,36,-3,13,30*,-16
Cc1ccc(C2=NCCn3c2c2ccc([N+](=O)[O-])cc2[n+]3[O-])cc1,17,-7,27,-9,26,-18,3,1,-1
COC(=O)c1c(S(=O)(=O)N2CCOCC2)c(C)n(C)c1C,1,0,1,-11,-5,0,4,3,0
CC(C)NCC(O)COc1cccc2ccccc12 (configuration not stated),-1,-3,2,5,6,0,5,-3,1
CC1CCN(C(=O)Cn2c(=O)n(Cc3ccco3)c(=O)c3sccc32)CC1,3,1,4,-6,-3,-2,4,-1,-1
CC(C)CC(=O)Nc1cccc(C(C)O)c1 (configuration not stated),-5,-2,3,x,6,-6,x,-1,2
COc1cccc(CNCCc2c[nH]c3ccccc23)c1OCc1ccc(F)cc1,4,10,11,6,-53,-3,7,3,-1
N#C/C(C(N)=O)=C1/CCCN1Cc1ccccc1,2,1,9,x,2,-1,x,0,1
CCN(CC)CCN(Cc1cc2cc3c(cc2[nH]c1=O)OCCO3)C(=S)NCCCN(C)C,-2,-5,1,7,0,-7,1,-1,1
COC(=O)c1ccc(C2Nc3ccc(/C(C)=N/NC(=O)C(OC)c4ccccc4)cc3C3C=CCC32)cc1 (configuration not stated),6,1,21,8,11,-10,3,2,-10
O=C(CCc1nnc(Cc2c[nH]c3ccccc23)o1)NC1CCCC1,4,-1,5,5,1,0,2,-4,-1
CC1CCCCN1CC(O)COCCC12CC3CC(CC(C3)C1)C2 (configuration not stated),1,-10,7,14,-2,0,1,-11,0
CCOc1ccccc1/C=N/NC(=O)c1cccc(S(=O)(=O)N2CCOCC2)c1,-4,-1,-11,9,2,-2,0,2,0
c1ccc(CSCc2cn3ccsc3n2)cc1,3,5,6,0,18,5,6,-1,2
Cc1nn(CC(=O)Nc2ccc3c(c2)nc(CN2CCCCC2)n3C)c(=O)c2ccccc12,2,3,1,6,1,-7,0,-5,1

# Further structures:
SMILES,pPAFAH FP inh,LYPLA2 counter,GSTO1 counter,PAFAH1B3 inh,PREPL inhibitor,PAD4 FP inh,PAFAH1B2 FP inh,PME-1 primary,LYPLA1 inh
O=C(O)C1CCC(=O)N1C(=O)OCc1ccccc1 (configuration not stated),0,-6,-4,1,-4,-3,2,-7,1
O=C(NNC(=O)c1ccccc1O)c1ccco1,-1,-8,6,6,-3,-5,5,-7,1
COc1c2occc2c(OC)c2c(=O)cc(C(F)(F)F)oc12,1,4,12,4,5,0,0,8,2
Cc1ccc(OCCCn2c(=O)oc3ccccc32)cc1,5,13,-6,8,-4,0,1,2,-3
CCCCCOc1ccc(/C=c2\sc3nc(=O)c(-c4ccccc4)nn3c2=O)cc1OC,12,-1,0,-2,3,-7,3,-4,3
O=C1OC(c2ccc(F)cc2)=C/C1=C\c1ccc(O)cc1,5,-3,0,12,-7,-1,2,0,-9
CC(C)NC(=S)N1CCN(c2ncccn2)CC1,4,3,4,-8,-4,0,-2,4,0
COc1cc(/C=C/C(=O)OCC(=O)Nc2c(C)n(C)n(-c3ccccc3)c2=O)ccc1O,2,0,2,9,0,1,7,-4,2
Cc1occc1C(=O)NNC(=O)c1ccccc1[N+](=O)[O-],3,0,-1,-1,8,-6,-7,0,-2
CC(C)(C)OC(=O)N1CCCC1C(=O)O (configuration not stated),0,4,0,4,7,3,1,-2,3
O=C(NCc1ccccc1)C1Nc2ccc(OC(F)(F)F)cc2C2C=CCC12 (configuration not stated),16,0,-1,15,10,-8,9,3,-3
CCc1ccc(N2CC(C(=O)Nc3nnc(CC)s3)CC2=O)cc1 (configuration not stated),5,-1,4,0,1,-4,2,1,4
C[C@H](NC(=O)c1[nH]cnc1C(=O)Nc1ccccc1)c1ccccc1,-1,-17,x,2,-7,-2,2,-5,-9

# One compound at a time (already shown):
# Results for N#C/C(C(N)=O)=C1/CCCN1Cc1ccccc1 = pPAFAH FP inh = 2; LYPLA2 counter = 1; GSTO1 counter = 9; PAFAH1B3 inh = x; PREPL inhibitor = 2; PAD4 FP inh = -1; PAFAH1B2 FP inh = x; PME-1 primary = 0; LYPLA1 inh = 1
# Results for O=C1OC(c2ccc(F)cc2)=C/C1=C\c1ccc(O)cc1 = pPAFAH FP inh = 5; LYPLA2 counter = -3; GSTO1 counter = 0; PAFAH1B3 inh = 12; PREPL inhibitor = -7; PAD4 FP inh = -1; PAFAH1B2 FP inh = 2; PME-1 primary = 0; LYPLA1 inh = -9

# Only pPAFAH FP inh and PAFAH1B3 inh, for 4 of the compounds above:
SMILES,pPAFAH FP inh,PAFAH1B3 inh
CC(C)(C)OC(=O)N1CCCC1C(=O)O (configuration not stated),0,4
O=C(NNC(=O)c1ccccc1O)c1ccco1,-1,6
CCc1ccc(N2CC(C(=O)Nc3nnc(CC)s3)CC2=O)cc1 (configuration not stated),5,0
CCCCCOc1ccc(/C=c2\sc3nc(=O)c(-c4ccccc4)nn3c2=O)cc1OC,12,-2

# High-throughput results (PubChem BioAssay)

# A portion of the library; count on the stated rates, not on these rows.
